Screens deposited in PubChem BioAssay by several laboratories.
West Nile antiviral = West Nile virus antiviral activity, cell-based, CPE readout (AID 1621) | West Nile virus-infected cells, CPE inhibition; higher % means a stronger effect | 290,000 tested, 0.02% active | CPE inhibition, % at 10 µM, or IC50 in µM where a hit was titrated; in the data active means a potency from the dose series; further: strong numbers were not always called active
KOR beta-arrestin-1 = KOR agonists, beta-arrestin recruitment, primary screen, cell-based, luminescence, uHTS (AID 1777); KOR beta-arrestin recruitment, luminescence; higher % means a stronger effect; activation, % at 10 µM, or EC50 in µM where a hit was titrated; Kappa-type opioid receptor (Homo sapiens); 280,000 tested, 0.02% active; in the data active means activation above about 50%, passing the limit was not always enough; further: a part of the inactive calls stands beside numbers as strong as those of hits
GPR35 arrestin U2OS = GPR35 antagonists blocking zaprinast-driven arrestin recruitment, primary screen, imaging, U2OS, beta-arrestin-GFP, zaprinast agonist (AID 2058). U2OS GPR35 beta-arrestin-GFP translocation imaging, zaprinast antagonism; higher % means a stronger effect. inhibition, % at 10 µM; hits with a dose series show IC50 in µM. 290,000 tested, 0.052% active;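 active means inhibition of at least 50% with at least 30 cells and total cytoplasm GFP at most 10,000,000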
Salmonella PhoP GFP = inhibitors of PhoP regulon expression, primary screen, Salmonella Typhimurium, GFP reporter (AID 1863). inhibition, % at 50 µM, or IC50 in µM where a hit was titrated. 300,000 tested, 0.16% active. S. Typhimurium PhoP-regulated promoter GFP reporter, 4 h; higher % means a stronger effect;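 active means inhibition over 29.93%, a cutoff 3 SD above the screen mean, later confirmed by dose response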;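 further: 0% = low Mg2+ inducing control and 100% = high Mg2+ repressing control; strong numbers were not always called active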
KOR beta-arrestin-2 = KOR antagonists, beta-arrestin recruitment, cell-based, luminescence, uHTS (AID 1778); inhibition, % at 10 µM; hits with a dose series show IC50 in µM; KOR beta-arrestin recruitment, luminescence, antagonist mode; higher % means a stronger effect; Kappa-type opioid receptor (Homo sapiens); 290,000 tested, 0.091% active; in the data active means inhibition above about 50%; further: strong numbers were not always called active
GPR55 beta-arrestin = GPR55 agonists via beta-arrestin recruitment, primary screen, imaging, U2OS cells, beta-arrestin-GFP redistribution (AID 1961). G-protein coupled receptor 55 (Homo sapiens). U2OS GPR55 beta-arrestin-GFP redistribution imaging; higher % means a stronger effect. activation, % at 10 µM, or EC50 in µM where a hit was titrated. 290,000 tested, 0.048% active;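 active means activation above 40% with more than 50 cells counted in the well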;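 further: U2OS osteosarcoma cells stably expressing GPR55 and beta-arrestin-GFP; plate controls were DMSO negative control for no effect and LPI positive control for full effect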
GPR55 LPI antagonism = GPR55 antagonists blocking LPI-driven arrestin recruitment, primary screen, imaging, U2OS, beta-arrestin-GFP, LPI agonist (AID 2013); U2OS GPR55 beta-arrestin-GFP translocation imaging, LPI antagonism; higher % means a stronger effect; G-protein coupled receptor 55 (Homo sapiens); 290,000 tested, 0.13% active; inhibition, % at 10 µM, or IC50 in µM where a hit was titrated;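 active means spots per cell inhibited over 60%, with over 100 cells counted and total cytoplasm intensity under 500,000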;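 further: U2OS cells stably carrying GPR55 and arrestin-GFP stimulated by 5 µM LPI near EC80; imaged beta-arrestin-GFP aggregate spots per cell after agonist stimulation; plate controls were LPI-stimulated DMSO wells for no effect and DMSO wells without LPI for full effect; some results filed as inactive read as strong as hits; confirmed hits need IC50 under 10 µM and bright autofluorescent wells are also inconclusive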
NTR1 ag = agonists of NTR1, primary screen, imaging, U2OS cells, beta-arrestin-GFP, high content (AID 493036). Neurotensin receptor type 1 (Homo sapiens), P30989. NTR1-U2OS beta-arrestin-GFP spot imaging, agonist mode. activation, % at 20 µM. 330,000 tested, 0.17% active;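 active means activation at or above 40% of the spot to cytoplasm intensity ratio, with at least 20 cells analyzed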;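 further: 0% = DMSO without peptide and 100% = 100 nM NTR1 peptide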
Target sequence (P30989 whole entry, looked up): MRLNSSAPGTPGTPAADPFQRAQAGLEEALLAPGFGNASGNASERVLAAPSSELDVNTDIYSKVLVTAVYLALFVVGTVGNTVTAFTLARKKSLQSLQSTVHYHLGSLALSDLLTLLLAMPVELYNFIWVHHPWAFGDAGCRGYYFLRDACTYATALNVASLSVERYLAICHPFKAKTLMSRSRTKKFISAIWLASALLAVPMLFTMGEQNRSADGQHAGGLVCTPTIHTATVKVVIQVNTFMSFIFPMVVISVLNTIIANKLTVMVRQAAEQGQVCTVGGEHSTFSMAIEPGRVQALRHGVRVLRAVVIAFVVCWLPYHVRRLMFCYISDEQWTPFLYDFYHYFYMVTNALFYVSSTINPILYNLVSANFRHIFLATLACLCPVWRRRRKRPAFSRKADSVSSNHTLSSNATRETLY
T cell modulator = modulators of CD8 T cell-vesicle binding, primary screen, mouse 2C CD8+ T cells, flow cytometry; 2C CD8+ T cell-vesicle binding; stronger effect = lower value; calls only at 7 µM; 330,000 tested, 0.068% active;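 active means response, share of CD8 T cells binding vesicles, and their 90th percentile fluorescence all below set limits, cut at about 80% in these data, passing the limit was not always enough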
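Also added: QL9-peptide-loaded Drosophila micro-vesicles bearing Ld, ICAM-1 and B7-1; Test system: purified 2C TCR transgenic mouse naive CD8+ T cells; Measured by: cytometric PE anti-B7-1 and Alexa647 anti-CD8 signals after 1% paraformaldehyde fixation; Timing: binding step 1.5 h, 37 °C, antibody labelling 20 min, ice.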
T cell modulator vesicle-bound % = second read-out of T cell modulator, no call of its own (marks repeat the call); double positive events, %; measured here: CD8+ vesicle-bound cell fraction;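 binding gate set so that unloaded-vesicle control wells show 10% double positive cells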
NTR1 ag cell count 20 µM = recorded beside NTR1 ag, whose call it bears; cell count; measured here: cell count, cytotoxicity flag
* hit, by the source's call; i = inactive; . = no result given; [ ] = dose if it differs, or a comment.

SMILES	West Nile antiviral	KOR beta-arrestin-1	GPR35 arrestin U2OS	Salmonella PhoP GFP	KOR beta-arrestin-2	GPR55 beta-arrestin	GPR55 LPI antagonism	NTR1 ag	NTR1 ag cell count 20 µM	T cell modulator	T cell modulator vesicle-bound %
COc1cc2c(cc1OC)CN(C(=O)C1CCC(=O)N(CCCN3CCOCC3)C1)CC2 (centres undefined)	0.3%	9.4%	-8%	-8%	-32%	0.7%	6%	-1.0	53	i	11
COCC(=O)Nc1ncc(S(=O)(=O)c2ccc([N+](=O)[O-])cc2)s1	0.8%	-4.2%	2%	-2%	29%	-0.2%	8%	1.1	67	i	41
CN(C)/N=C/c1ccc(OS(=O)(=O)c2ccccc2)cc1	-0.6%	-1.3%	0%	.	7%[20 µM]	0.0%	5%	-0.7	33	i	32
COCCCNC(=O)C12CCC(C)(C(=O)C1)C2(C)C (centres undefined)	-0.1%	-1.7%	-6%	-3%	-34%	-0.1%	10%	-2.4	69	i	19
COCCC(=O)N1CCC(Oc2ccc(C(=O)NCCc3cn[nH]c3)cc2)CC1	0.2%	-2.8%	3%	1%	-5%	0.4%	16%	0.2	52	i	71
CCOC(=O)c1ccc(NC(=O)Cn2nnc(-c3ccccc3C)n2)cc1	-0.2%	-4.2%	-2%	-5%	15%	-0.1%	2%	0.5	67	i	40
COc1ccc(-n2c(COc3ccc(C)cc3)n[nH]c2=S)cc1	1.0%	-3.6%	1%	-4%	-23%[20 µM]	0.3%	-9%	0.9	64	i	44
O=S(=O)(c1ccc(NC(=S)NCCc2ccccc2)cc1)N1CCOCC1	-1.4%	-0.2%	-7%	0%	38%	-0.3%	26%	1.1	56	i	45
O=C(NCCN1CCOCC1)c1cn(CCc2ccccc2)nn1	0.3%	2.7%	14%	6%	-24%	0.1%	14%	1.3	42	i	53
COCCN(C(=O)Cc1cccs1)C(C(=O)NCc1ccc(OC)cc1)c1ccccc1 (centres undefined)	0.0%	5.7%	-1%	6%	-26%	-0.3%	-4%	6.0	47	.	.
CCOc1cc(-c2cc(-c3ccccc3)nc(N)c2C#N)ccc1O	2.1%	12%	9%	4%	-44%	0.0%	7%	5.1	55	i	15
COc1ccc(Cl)cc1NS(=O)(=O)c1cccc(C(=O)NCC2CCCO2)c1 (centres undefined)	-0.6%	-1.7%	-1%	0%	16%	-0.1%	18%	0.6	62	i	40
COc1cccc2c3c(c(C)nc12)CC(C)O3 (centres undefined)	0.2%	11%	5%	12%	2%	-0.1%	-19%	-0.3	63	i	33
CCOc1ccc(N(CC(=O)O)S(=O)(=O)c2ccc(F)cc2)cc1	0.1%	-0.9%	-22%	-9%	-29%	-0.4%	-3%	-1.1	44	i	44
CCOc1ccc2[nH]c(O)c(NC(C)=O)c2c1	0.4%	-1.6%	-3%	3%	24%	0.2%	7%	0.5	49	i	63
Cc1ccc(CCNC(=O)C2CCN(S(=O)(=O)c3ccc4c(c3)oc(=O)n4C)CC2)cc1	-0.6%	-2.4%	-15%	-1%	-16%	-0.1%	8%	-0.7	70	i	43
Cc1cc(N2CCN(C)CC2)nc2ccc(NC(=S)N3CCC4(CC3)OCCO4)cc12	-0.3%	-4.6%	-8%	-9%	-5%	-0.3%	15%	-0.5	62	i	33
Cc1cccc(OCCOC(=O)Nc2ccccc2)c1	-1.5%	-0.4%	10%	-15%	.	-0.4%	2%	1.3	38	i	20
CCSc1sccc1C1C(C#N)=C(N)N(c2cccnc2)C2=C1C(=O)CC(C)(C)C2 (centres undefined)	-0.5%	-1.3%	22%	-3%	-22%	0.2%	-5%	1.9	74	i	54
Cc1ccc(C2CC(C(F)F)n3ncc(C(=O)Nc4c(C)nn(Cc5c(F)cccc5Cl)c4C)c3N2)cc1 (centres undefined)	0.4%	-1.5%	-16%	2%	33%	-0.4%	16%	1.9	73	i	28

Quoted from the listing:
KOR beta-arrestin-2, `COc1ccc(-n2c(COc3ccc(C)cc3)n[nH]c2=S)cc1` : -23%[20 µM]
T cell modulator vesicle-bound %, `Cc1cc(N2CCN(C)CC2)nc2ccc(NC(=S)N3CCC4(CC3)OCCO4)cc12` : 33
NTR1 ag cell count 20 µM, `O=C(NCCN1CCOCC1)c1cn(CCc2ccccc2)nn1` : 42

Remaining list, next part
SMILES	West Nile antiviral	KOR beta-arrestin-1	GPR35 arrestin U2OS	Salmonella PhoP GFP	KOR beta-arrestin-2	GPR55 beta-arrestin	GPR55 LPI antagonism	NTR1 ag	NTR1 ag cell count 20 µM	T cell modulator	T cell modulator vesicle-bound %
COc1ccccc1C(=O)Nc1ccnn1C1CCN(C2CCSCC2)CC1	-0.6%	-1.7%	2%	3%	2%	0.3%	-4%	-1.0	59	i	64
CCOc1cc(CNc2ccc3cn[nH]c3c2)ccc1OC	0.3%	-3.6%	3%	-2%	-3%	0.0%	5%	2.5	45	i	23
CCn1c2ccccc2c2cnc(N=CN(C)C)c(C#N)c21	1.4%	2.9%	14%	7%	-9%	-0.1%	6%	2.4	58	i	38
O=[N+]([O-])c1c(Nc2ccccc2O)cc(Cl)c2nonc12	-0.1%	-6.4%	54%	16%	2.9µM*	1.0%	-4%	0.1	56	i	38
Cc1nn(CC(=O)N/N=C/c2ccc(F)cc2)c(C)c1[N+](=O)[O-]	1.1%	3.2%	8%	-3%	1%	-0.2%	6%	0.0	64	i	22
CN1CCN(C(=O)C2=C[C@@H](c3ccc4c(c3)OCO4)C[C@@H](OCc3ccc(CO)cc3)O2)CC1	0.0%	-4.6%	10%	-1%	0%	0.1%	6%	-5.8	95	i	11
CN(CCOCCOc1ccc(Cl)cc1Br)Cc1ccccc1	-1.9%	-1.9%	0%	-8%	-13%[20 µM]	-0.1%	-12%	-0.4	53	i	20
COc1ccc(-c2n[nH]c(C)c2-c2ccccc2OC)c(O)c1	-1.0%	-0.3%	-8%	10%	14%	0.0%	-7%	1.3	44	i	48
Cc1cc(-n2c(C)cc(C(=O)CN3C(=O)NC4(CCCCCC4)C3=O)c2C)no1	0.1%	0.2%	-1%	-11%	12%	-0.1%	18%	2.1	41	i	30
COc1ccccc1OCCn1c(SCC(N)=O)nc2ccccc21	-0.9%	-1.5%	-2%	-1%	9%	1.0%	-4%	-0.2	61	i	16
COc1ccc(OC)c(NC(=O)CSC2=C(C#N)C(c3ccco3)C3=C(CCCC3=O)N2)c1 (centres undefined)	.	7.1%	-6%	-5%	-38%	-0.1%	-7%	-0.6	70	i	46
COc1ccc(OC)c(Nc2nc3ccc(C)cc3n3cnnc23)c1	1.2%	2.0%	-10%	-4%	-56%	-0.1%	-6%	22	99	i	46
O=C(c1ccccc1-c1nc(-c2ccc(Cl)cc2)no1)N1CCCC1	-0.6%	0.2%	-2%	-4%	12%	-0.2%	5%	1.6	55	i	25
CCOC(=O)c1ccc(N2C(=O)CC(Sc3nc(C)cc(C)n3)C2=O)cc1 (centres undefined)	0.3%	-9.2%	-2%	-4%	0%[20 µM]	-0.2%	-3%	2.5	66	i	53
COc1ccc2cc(C(=O)C3CCCN(C(=O)CSc4nnc(C)o4)C3)ccc2c1 (centres undefined)	-1.1%	1.1%	-9%	-7%	-13%	-0.1%	-2%	-2.3	73	i	56
Cc1c(CCC(=O)O)c(=O)oc2cc3occ(-c4ccc(Br)cc4)c3cc12	-0.3%	-5.1%	-10%	-10%	-30%	0.0%	6%	1.0	87	i	51
CCN(CC)CCCNC(=O)N[C@@H](Cc1ccccc1)C(=O)O	0.2%	4.3%	1%	-7%	-22%	-0.2%	2%	1.7	38	i	43
O=[N+]([O-])c1ccc(Nc2ccc(F)cc2)nc1	0.3%	1.8%	10%	23%	-12%	0.1%	-6%	.	.	i	38
CC(=O)c1ccc(N(C(=O)CNC(=O)c2ccco2)C(C(=O)NCC2CCCO2)c2ccccc2)cc1 (centres undefined)	0.3%	.	17%	6%	-33%[20 µM]	0.3%	14%	-1.1	49	i	58
COc1ccc(NC(=O)c2c3c(nc4ccccc24)CCN(Cc2ccccc2)C3)c(OC)c1	-1.2%	4.0%	15%	1%	-24%	-0.3%	-29%	0.6	38	i	27
COc1cc([N+](=O)[O-])ccc1N=Nc1c(N)[nH]n(-c2ccccc2)c1=O	-0.7%	-5.7%	-10%	1%	-11%	-0.6%	11%	-0.8	38	i	40
CC(=O)NCCc1nc2ccccc2n1CCOc1ccccc1	-0.1%	-2.5%	0%	-8%	10%	0.0%	14%	0.3	50	i	31
Cc1cc([N+](=O)[O-])nn1CCCC(=O)NC(C)c1ccccc1 (centres undefined)	-0.3%	-1.9%	-9%	1%	5%	-0.3%	8%	1.0	40	i	30
Cc1ccc(OS(=O)(=O)c2c(C)nn(C)c2Cl)c(C)c1	0.7%	-5.7%	8%	-3%	6%	-0.1%	-1%	1.0	76	i	14
CN(C)S(=O)(=O)c1ccc(C(=O)NCc2nnc(SCC(=O)N3CCCC3)o2)cc1	0.6%	7.7%	2%	-7%	0%	-0.1%	-7%	0.7	55	i	35
COC(=O)c1sc(N2C(=O)c3oc4ccccc4c(=O)c3C2c2cccs2)nc1C (centres undefined)	-0.1%	-2.9%	6%	-5%	23%	-0.1%	8%	.	.	.	.
Cc1ccccc1C(=O)N1CCC(C(=O)Nc2ccc(F)cc2)CC1	-0.6%	3.1%	14%	4%	21%	-0.1%	7%	-2.0	88	i	10
Oc1ccc(N2CCN(C(c3cccs3)c3nnnn3CCc3ccccc3)CC2)cc1 (centres undefined)	-1.0%	-3.8%	-14%	-14%	-13%	0.1%	0%	3.2	94	i	41
CN=C(Nc1ccc2c(c1)OCO2)SC1CC(=O)N(c2ccccc2)C1=O (centres undefined)	0.1%	8.7%	-29%	-2%	-33%	0.4%	-5%	1.4	70	i	52
CCN1CCN(Cc2coc3ccc(C)cc3c2=O)CC1	-0.1%	5.2%	-15%	11%	-61%	-0.2%	-10%	0.3	72	i	10
Oc1ccccc1CNCc1ccccc1	0.1%	-5.8%	2%	4%	15%	-0.9%	4%	0.1	57	i	46
CCCCn1c(N)c(N(CC(C)C)C(=O)COC(=O)Cc2c(C)nc3ccccc3c2C)c(=O)[nH]c1=O	0.3%	-0.3%	-9%	-4%	-6%	0.0%	10%	1.2	57	i	58
